NCI-60 one-dose screen, 48 h, at 10 µM unless noted. Numbers give growth in % (100 = growth as untreated, 0 = no growth, -100 = all killed).
KM12 = KM12 colon cancer cells; AID 1794800; 82,000 compounds, 5% hits
IGROV1 = IGROV1 ovarian cancer; 79,000 compounds, 4.7% hits
NCI-H522 = NCI-H522 lung cancer; 78,000 compounds, 8% hits; AID 1794739
NCI-H322M = NCI-H322M lung cancer; 80,000 compounds, 2.7% hits; AID 1794733
COLO 205 = COLO 205 colon cancer; 79,000 compounds, 7.3% hits
NCI/ADR-RES = NCI/ADR-RES ovarian cells | AID 1794790 | 81,000 compounds, 4.4% hits
NCI-H226 = NCI-H226 lung cancer | 79,000 compounds, 3.5% hits | AID 1794732
NCI-H460 = NCI-H460 lung cancer | 82,000 compounds, 6.8% hits | AID 1794736
NCI-H23 = NCI-H23 lung cancer. 80,000 compounds, 4% hits. AID 1794731
Active calls of the source: *; . = not tested or not shown; & = joins results of further samples; ! = not confirmed by another sample; [ ] = dose if it differs, or a comment. How the source made its calls: active means growth percent below 10; inactive means the rest.

SMILES	KM12	IGROV1	NCI-H522	NCI-H322M	COLO 205	NCI/ADR-RES	NCI-H226	NCI-H460	NCI-H23
CC(CCBr)CCN1C(=O)c2ccccc2C1=O (stereo not drawn)	115	95	97	89	112	93	88	99	97
CCC(=O)Nc1cccc(Cl)c1	98	109	93	102	102	106	98	106	104
CN(C=O)c1ccc(N(C)C=O)cc1	102	114	88	114	115	105	97	106	102
CC1=NN(c2cccc(Cl)c2)C(=O)/C1=C\C=C\c1ccccc1	16	46	34	112	4.8*	-17*	3.9*	101	26
Nc1cn[nH]c(=O)c1Cl	103	106	83	.	116	103	94	102	100
COc1cc(C2CC(c3ccccc3)=NN2Cn2nnc3ccccc32)cc(OC)c1OC (stereo not drawn)	99	.	.	99	128	94	102	103	86
CCSc1nc2c([nH]1)c(=O)n(C)c(=S)n2C	103	116	102	117	106	105	117	107	99
Cc1ccc(C2OCC(C)([N+](=O)[O-])CO2)cc1 (stereo not drawn)	109	107	.	94	101	111	95	108	100
Nc1nc(SCc2ccc(Cl)cc2Cl)cc(SCc2ccc(Cl)cc2Cl)n1	97	89	93	99	124	101	110	96	100
CCOC(=O)N1CCN(CCCCl)CC1	105	97	95	101	113	102	102	105	103
Cc1cc(Cl)ccc1NC(=O)N1CCCCC1	103	115	93	104	127	107	99	132	104
Cc1cn(-c2cc(NC(=O)c3ccc(C)c(Nc4nccc(-c5cccnc5)n4)c3)cc(C(F)(F)F)c2)cn1	30	-44*	41	69	20	32	67	64	49
Cc1cc(=O)oc2cc(OCc3cn(CC(O)CO)nn3)ccc12 (stereo not drawn)	111	107	107	109	108	105	104	111	94
S=C(SCc1c(Cl)cccc1Cl)N1CCSCC1	105	109	.	110	104	97	82	101	108
CCC1(C)C(=O)N(Br)C(=O)N1Br (stereo not drawn)	100	99	94	88	116	105	101	111	96
CCOC(=O)CC(CC(=O)OCC)(OC(C)=O)C(=O)OCC	102	.	.	99	106	106	96	109	112
Cc1[nH]c(N=Nc2ccccc2)nc1N=Nc1ccccc1	35	-23*	-18*	39	17	1.0*	13	16	36
CCC(=O)Nc1ncnc2nc[nH]c12	100	104	96	109	111	104	100	103	109
Cc1cc(=O)n2nc(-c3cn(C)c4ccccc34)sc2n1	103	98	90	95	103	97	76	104	96
CSCCC(NCCC(=O)O)C(=O)O (stereo not drawn)	111	117	131	96	113	107	98	112	110
Cc1ccc(/C=C2\CN(C(=O)CCN3CCC(=NO)CC3)C/C(=C\c3ccc(C)cc3)C2=O)cc1	-75*	-14*	-29*	17	-35*	15	81	-43*	7.6*
O=S1(=O)OCCCO1	109	107	104	96	110	101	101	106	110
O=C(O)CCCCSc1ncnc2nc[nH]c12	102	98	84	90	103	107	99	109	103
COc1cc(/C=C2\CCC/C(=C\c3cc(CN4CCCCC4)c(O)c(OC)c3)C2=O)cc(CN2CCCCC2)c1O	74	88	87	86	88	87	.	73	75
Cc1nc2ccccc2c(N)c1-c1cc(C)c2c(C)nc3ccccc3c2n1	-83*	-92*	69	11	-91*	44	99	-76*	45
Cc1ccc(CN2CCC(C(=O)Nc3ccc(-c4cc5ccccc5[nH]4)cc3)CC2)o1	24	61	72	95	83	44	.	28	70
O=C1NN(c2ccccc2)C(=O)/C1=C\c1ccccc1	105	114	91	108	.	111	.	104	104
Cc1ccc(/C=C2\SC(=S)N(CC(=O)NCCN3CCOCC3)C2=O)cc1	112	107	101	112	119	106	103	104	100
COc1cc(/C=C2N=C(/C=C/c3ccccc3)OC/2=O)cc(OC)c1OC	101	98	.	87	99	99	98	101	110
CC(=O)OC(C)C(=O)N(Cc1ccccc1)Cc1ccccc1 (stereo not drawn)	102	103	84	95	106	101	93	113	92

In a second layout: entries from further up.
Compound | KM12 | IGROV1 | NCI-H522 | NCI-H322M | COLO 205 | NCI/ADR-RES | NCI-H226 | NCI-H460 | NCI-H23
Cc1cc(=O)n2nc(-c3cn(C)c4ccccc34)sc2n1 | 103 | 98 | 90 | 95 | 103 | 97 | 76 | 104 | 96
CSCCC(NCCC(=O)O)C(=O)O (stereo not drawn) | 111 | 117 | 131 | 96 | 113 | 107 | 98 | 112 | 110
Cc1ccc(/C=C2\CN(C(=O)CCN3CCC(=NO)CC3)C/C(=C\c3ccc(C)cc3)C2=O)cc1 | -75* | -14* | -29* | 17 | -35* | 15 | 81 | -43* | 7.6*
O=S1(=O)OCCCO1 | 109 | 107 | 104 | 96 | 110 | 101 | 101 | 106 | 110
O=C(O)CCCCSc1ncnc2nc[nH]c12 | 102 | 98 | 84 | 90 | 103 | 107 | 99 | 109 | 103
COc1cc(/C=C2\CCC/C(=C\c3cc(CN4CCCCC4)c(O)c(OC)c3)C2=O)cc(CN2CCCCC2)c1O | 74 | 88 | 87 | 86 | 88 | 87 | . | 73 | 75
Cc1nc2ccccc2c(N)c1-c1cc(C)c2c(C)nc3ccccc3c2n1 | -83* | -92* | 69 | 11 | -91* | 44 | 99 | -76* | 45

Continuation:
SMILES	KM12	IGROV1	NCI-H522	NCI-H322M	COLO 205	NCI/ADR-RES	NCI-H226	NCI-H460	NCI-H23
O=C1/C(=C/c2ccc(F)cc2)N=C2SCCCN12	102	100	87	105	109	100	122	112	98
O=CN1N=C(c2cccc(Nc3ccnc4cc(Cl)ccc34)c2)CC1c1ccc(Cl)cc1 (stereo not drawn)	28	39	-17*	60	-9.3*	5.7*	59	19	1.8*
O=CN(CCNc1ccccc1)c1ccccc1	108	119	88	.	110	101	106	113	99
Cc1oc2nc[nH]c(=O)c2c1C(=O)/C=C/c1ccc(N(C)C)cc1	100	97	94	97	104	104	92	104	91
C=C1CCC(=O)C(=C(C)C)c2c(C)cc3c(c21)C(=O)[C@H](C)C3	100	.	90	108	111	107	94	111	95
CC(=O)c1cc2c(c(O)c1C)C(=O)C(=O)c1c(O)cccc1-2	-50*	-37*	-62*	-84*	-75*	-8.2*	-70*	-58*	-15*
Cc1nn2c(-c3nc4c(C)c(C)ccc4[nH]3)c(-c3ccccc3)nc2s1	94	90	86	95	106	99	98	98	93
Nc1c(Cl)cc([N+](=O)[O-])cc1Br	103	114	88	103	118	95	94	114	93
CCCCn1cnc2c(SCc3ccccc3)nc(N)nc21	103	111	95	116	105	94	96	121	103
CC(=O)C1=NN(c2ccccc2)C2C3N(c4ccccc4)N=C(C(C)=O)N3c3ccccc3N12 (stereo not drawn)	107	95	88	101	118	102	99	110	105
COc1ccc(CNc2c3ccccc3nc3ccc(OC)cc23)cc1	28	11	26	24	-51*	16	34	6.5*	21
O=C1CC(=O)N(CCc2ccncc2)C(=O)N1CCc1ccncc1	106	101	72	99	99	108	112	106	107
CCN(CC)Cc1nnc(CCC(=O)c2nc3ccc([N+](=O)[O-])cc3[nH]2)o1	89	97	81	97	99	101	102	104	90
CC(=O)Nc1ccc(CC#N)cc1	111	112	95	104	117	.	101	104	111
CC(C)(C)OC(=O)NC[C@H](N)C(=O)O	101[20 µM]	105[20 µM]	91[20 µM]	107[20 µM]	.	109[20 µM]	107[20 µM]	104[20 µM]	97[20 µM]
CCS(=O)(=O)CCCl	99	107	90	97	126	105	114	109	101
COc1ccc2c(c1)CCCC21C(=O)Nc2ccc(C(F)(F)F)cc21 (stereo not drawn)	89	104	83	92	108	97	90	113	98
O=C(N=P(c1ccccc1)(c1ccccc1)c1ccccc1)c1ccccc1	106	109	87	.	112	97	100	104	.
COc1ccc(Nc2nc(N)nc3c2CCN(Cc2ccc(OC)cc2OC)C3=O)cc1	85	.	89	71	110	93	88	68	73
CN1C(=O)N(C)C2SC(N/N=C/c3ccccc3F)=NC21 (stereo not drawn)	45	57	46	97	100	31	92	58	76
N[C@@H]1CCC[C@H]1NCCCCN1C(=O)c2cccc3cc([N+](=O)[O-])cc(c23)C1=O	33	26	41	41	23	73	11	6.7*	39
C[N+]1=C(/C=C/c2ccc(I)cc2)C(C)(C)c2ccccc21	89	92	69	89	95	101	104	103	82
NC1=C(O)C(=O)C(c2cccc3ccccc23)O1 (stereo not drawn)	100	103	93	94	111	94	78	105	91
NC(=O)c1ccccc1NC(=O)Cn1cc(COc2ccc(C=O)cc2)nn1	99	102	96	104	110	99	103	114	90
COc1ccc(NC(=O)CSc2oc(-c3ccccc3)nc2S(=O)(=O)c2ccc(Cl)cc2)c(OC)c1	72	93	41	83	82	62	1.5*	45	73
C[PH+](c1nc2ccccc2nc1[PH+](C)C(C)(C)C)C(C)(C)C.C[PH+](c1nc2ccccc2nc1[PH+](C)C(C)(C)C)C(C)(C)C.[Au+].[Cl-] (stereo not drawn)	-99*	-88*	-89*	-94*	-100*	-79*	-60*	-85*	-90*
C=CC1OC2C3CC(C2O1)C1OC31 (stereo not drawn)	109	105	94	98	105	108	99	102	107
COc1ccc(C/C(C)=C(\c2ccc(Cl)cc2)c2ccc(OCCN)cc2)cc1	114	109	100	95	112	112	104	103	101
O=C(Nc1cc(Cl)cc(Cl)c1)OCCCl	95	96	65	97	115	99	106	100	89
O=C(O)CCCn1cc(COP(=O)(OCc2cn(CCCC(=O)O)nn2)C(c2ccccc2)(c2ccccc2)c2ccccc2)nn1	105	11	.	97	110	105	99	122	105
CC1(C)CC(Nc2nc3sc4c(c3c(=O)[nH]2)CCCC4)CC(C)(C)N1	95	79	.	98	75	98	86	99	96
O=C1NN(c2ccccc2)C(c2ccccc2)N2CCC[C@@H]12 (stereo partly drawn)	101	92	57	93	112	102	106	108	90
CC(C)(C)c1nc2ccccc2[nH]1	97	98	88	101	112	109	100	109	106
O=C1c2cccnc2C(=O)c2c1c(C(=O)OCCN1CCOCC1)c1ccccn21	22	1.3*	-30*	-55*	-53*	5.6*	-28*	-31*	-38*
Cc1nn(-c2ccc(Cl)cc2)c2ncnc(N/N=C/c3ccccc3O)c12	22&28	4.5*!	23	7.6*!	4.2*!	11&19	28&53	1.1*	18&37
FC(F)(F)c1ccc(Nc2nnc(-c3ccccc3)o2)cc1	96	96	59	97	109	104	94	107	98
CCN(CC)CCCNc1c2c(nc3c(Cl)cccc13)CCCC2	93	96	86	92	91	99	105	.	88
CCCCCCCCCCCCCC1=NCCN1CCO	57	13	89	93	-75*	85	95	-69*	72
CC(C)c1cc(C(C)C)c(N=Cc2ccccc2)c(C(C)C)c1N=Cc1ccccc1	100	114	83	113	105	97	88	103	100
COc1ccc(CC(=O)OCCBr)cc1	103	.	111	106	110	106	111	.	102
COC(=O)[C@]12CC[C@@H](C)[C@H](C)[C@@H]1C1=CC[C@@H]3[C@@]4(C)C[C@@H](O)[C@H](O)[C@@]5(C)COC(=C45)C[C@@]3(C)[C@]1(C)CC2	75	105	61	.	81	88	91	103	91
CS(=O)(=O)c1ccc(Nc2nc(N[C@H]3CCCC[C@@H]3N)nc3cc[nH]c(=O)c23)cc1	27	47	46	93	59	111	83	82	56
CN1CCc2cccc3c2C1Cc1ccc(O)c(O)c1-3 (stereo not drawn)	96	76	39	109	90	81	81	111	.
CCOCCN(CCOCC)c1ncnc2nc[nH]c12	100	105	90	104	99	103	96	107	101
COc1ccc(-n2nc3c(c2-c2ccc(OC)c(OC)c2)-c2oncc2CC3)cc1	78	99	18	98	.	81	106	90	93
COc1cc2oc(-c3cccc(C(=O)Nc4ccc(C#N)cc4)c3)cc(=O)c2c(OC)c1OC	91	96	85	98	102	101	104	103	92
Fc1ccc(-c2cc(-c3nnc(/C=C/c4ccc5c(c4)OCO5)o3)[nH]n2)cc1F	79	111	79	110	114	96	99	113	95
COc1ccc2c(c1)NC(=O)CN2c1nc(C)nc2ccccc12	8.9*	19	-21*	43	-35*	14	66	2.3*	20
CCc1ccc(-c2cn3ccnc3c(-c3ccc4ncn(Cc5ccccc5)c4c3)n2)cc1	54	75	54	99	66	59	99	58	77
C/C=C/Cc1ccccc1O	109	96	105	90	113	96	99	99	99

Additional entries:
SMILES	KM12	IGROV1	NCI-H522	NCI-H322M	COLO 205	NCI/ADR-RES	NCI-H226	NCI-H460	NCI-H23
COc1ccc(/C=C/c2nc(Oc3ccc(-c4ccn[nH]4)cc3)c3ccccc3n2)cc1	100	72	89	93	108	100	62	96	91
CC1(C)CC2=C3C=C[C@@H]4[C@@]5(C)CC[C@H](O[C@@H]6O[C@H](CO)[C@@H](O)[C@H](O)[C@H]6O)C(C)(C)[C@@H]5CC[C@@]4(C)[C@]3(C)CC[C@@]2(C(=O)O)CC1=O	101	105	71	102	107	99	97	107	98
Nc1cc(C(F)(F)F)ccc1F	99	105	104	97	106	104	104	102	94
CCOC(=O)C(C#N)=C(C(C)CC)C(C)CC (stereo not drawn)	111	107	93	104	109	116	110	107	102
CCCC(=O)OCC1OC(n2cnc3c(=S)nc(N)[nH]c32)C(OC(=O)CCC)C1OC(=O)CCC (stereo not drawn)	41	51	-5.7*	56	79	40	33	35	29
CC1(C)CC[C@]2(C(=O)O)CC[C@]3(C)C(=CCC4[C@@]5(C)C[C@@H](O)[C@@H]6OC(c7cccc([N+](=O)[O-])c7)OC[C@@]6(C)C5CC[C@]43C)C2C1 (stereo partly drawn)	46	74	72	42	53	40	77	65	74
Nc1cc(-c2c[nH]c3ccc(F)cc23)nc2cc(-c3c[nH]c4ccccc34)nn12	-54*	16	-50*	30	-89*	11	53	3.1*	-13*
O=C(Nc1ccc(F)cc1)Nc1ccc(CCO)cc1	108	100	94	98	132	108	107	106	104
CC1(c2ccccc2)NC(=O)N(CC(=O)Nc2cccc(I)c2)C1=O (stereo not drawn)	91	.	67	84	106	93	72	93	95

Part of the list above, with values under each structure:
Values run as follows: KM12, IGROV1, NCI-H522, NCI-H322M, COLO 205, NCI/ADR-RES, NCI-H226, NCI-H460, NCI-H23
> COc1ccc(/C=C/c2nc(Oc3ccc(-c4ccn[nH]4)cc3)c3ccccc3n2)cc1
  100, 72, 89, 93, 108, 100, 62, 96, 91
> CC1(C)CC2=C3C=C[C@@H]4[C@@]5(C)CC[C@H](O[C@@H]6O[C@H](CO)[C@@H](O)[C@H](O)[C@H]6O)C(C)(C)[C@@H]5CC[C@@]4(C)[C@]3(C)CC[C@@]2(C(=O)O)CC1=O
  101, 105, 71, 102, 107, 99, 97, 107, 98

Screening data from PubChem.
